Screening results from PubChem.
STAT3 act – IL-6 driven STAT3 reporter potentiators, primary screen, U3A cells, luciferase, luminescence, MLSCN library; IL-6 STAT3-luciferase reporter; 100% = signal with IL-6 EC80 alone; activation (% of control), % at 5.6 µM; hit rate 0.91% among 190,000; AID 871, 2007;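 active = activation above the screen-wide mean of compound activation plus 3 SD, cut at about 130% in these data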;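 note: 0% = background luminescence of wells with medium and substrate only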
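System – human U3A cells carrying STAT3-luciferase construct · Probe or stimulus – Interleukin-6, 33 ng/mL · Schedule – compound 1 h, then IL-6 6 h at 37 °C · Signal – luminescence from STAT3-driven luciferase reporter · Evaluation – percent of IL-6-only median luminescence · Benchmarks – IL-6-only high control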
PPARg SRC-3 ag – PPARgamma agonists recruiting SRC-3 coactivator, primary screen, biochemical; Peroxisome proliferator-activated receptor gamma (Homo sapiens), P37231; biochemical PPARgamma/SRC-3 coactivator recruitment assay; activation, % at 8 µM; hit rate 0.26% among 200,000; AID 731, 2007; in the data active = activation above about 23%;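 note: 0% = DMSO and 100% = reference agonist; some compounds past the cut are filed as inactive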
TLR4-MyD88 BLA – inhibitors of TLR4-MyD88 association in cells, primary screen, cell-based, HeLa CL3-4, BLA complementation, FRET ratio. Toll-like receptor 4 (Homo sapiens) + Myeloid differentiation primary response protein …. HeLa CL3-4 TLR4/MyD88 BLA complementation. inhibition, % at 8.4 µM. hit rate 0.18% among 200,000; in the data active = inhibition above about 25%;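 note: 0% = vehicle and 100% = reference inhibitor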
Target sequence (O00206 whole entry, looked up): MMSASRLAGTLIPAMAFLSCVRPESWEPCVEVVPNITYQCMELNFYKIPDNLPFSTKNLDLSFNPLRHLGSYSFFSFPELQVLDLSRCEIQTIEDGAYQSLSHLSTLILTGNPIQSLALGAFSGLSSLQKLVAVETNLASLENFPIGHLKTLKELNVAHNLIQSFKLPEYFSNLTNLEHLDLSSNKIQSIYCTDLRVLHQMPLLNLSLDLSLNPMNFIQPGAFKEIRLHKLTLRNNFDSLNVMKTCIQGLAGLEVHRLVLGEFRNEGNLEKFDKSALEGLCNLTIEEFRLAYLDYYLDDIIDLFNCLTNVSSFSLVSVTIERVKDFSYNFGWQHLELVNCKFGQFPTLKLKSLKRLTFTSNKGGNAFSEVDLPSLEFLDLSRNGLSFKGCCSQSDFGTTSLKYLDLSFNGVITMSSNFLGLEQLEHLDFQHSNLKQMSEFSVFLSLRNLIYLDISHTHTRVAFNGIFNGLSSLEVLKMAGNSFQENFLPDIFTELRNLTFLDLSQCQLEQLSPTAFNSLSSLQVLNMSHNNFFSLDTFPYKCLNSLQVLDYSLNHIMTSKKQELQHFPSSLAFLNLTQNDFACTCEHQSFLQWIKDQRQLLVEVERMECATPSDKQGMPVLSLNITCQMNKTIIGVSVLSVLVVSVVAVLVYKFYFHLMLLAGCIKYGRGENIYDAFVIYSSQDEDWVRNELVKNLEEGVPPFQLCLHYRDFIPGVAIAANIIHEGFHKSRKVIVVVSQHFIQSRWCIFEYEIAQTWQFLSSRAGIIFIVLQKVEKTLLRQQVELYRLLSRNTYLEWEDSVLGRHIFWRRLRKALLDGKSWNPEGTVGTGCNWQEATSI
Target sequence (Q99836 whole entry, looked up): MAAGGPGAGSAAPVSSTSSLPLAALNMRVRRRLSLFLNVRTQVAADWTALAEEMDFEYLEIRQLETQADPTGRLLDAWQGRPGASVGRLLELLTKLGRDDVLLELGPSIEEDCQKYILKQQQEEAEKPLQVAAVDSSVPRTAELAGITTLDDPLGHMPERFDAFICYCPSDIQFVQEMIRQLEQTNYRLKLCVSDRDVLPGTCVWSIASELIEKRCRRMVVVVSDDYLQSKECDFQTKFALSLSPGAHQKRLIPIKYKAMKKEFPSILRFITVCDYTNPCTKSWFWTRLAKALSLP
PPARg SRC-2 ag – agonists of PPARg-SRC-2 recruitment, primary screen, biochemical, HTS | Peroxisome proliferator-activated receptor gamma (Homo sapiens), P37231 | PPARgamma LBD-SRC-2 recruitment | activation, % at 8 µM | hit rate 0.34% among 200,000 | AID 1032, 2008; in the data active = activation above about 22%;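 note: 0% = vehicle and 100% = reference agonist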
ROMK primary – ROMK potassium channel modulators, primary screen, cell-based, thallium flux, MLSMR library; ATP-sensitive inward rectifier potassium channel 1 (Homo sapiens), P48048; Tet-inducible ROMK, thallium flux fluorescence; actives lie on both sides; B-score at 10 µM; hit rate 2% among 130,000;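 active = signal ratio slope over the read window, or its plate-corrected B-score, at least 3 SD from the plate mean, either direction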;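 note: B-score of the F/F0 ratio slope over 7 to 12 s after thallium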
STAT3 inh – IL-6 driven STAT3 reporter inhibitors, primary screen, U3A cells, luciferase, luminescence, MLSCN library; hit rate 0.89% among 190,000; inhibition, % at 5.5 µM; IL-6 STAT3-luciferase reporter; host cell line lacks STAT1; AID 862, 2007;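 active = inhibition above the mean inhibition across all screened compounds plus 3 SD, cut at about 44% in these data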;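 note: 0% = DMSO only wells and 100% = 100 µM nifuroxazide control wells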
SRC2 TRFRET art – TR-FRET signal artefacts, primary screen, artefact control for PPARgamma SRC-2 agonist project, biochemical; TR-FRET artefact counter-screen; hits give high values; TR-FRET ratio at 8 µM; hit rate 0.4% among 200,000; AID 1049, 2008; in the data active = TR-FRET ratio above about 2000; note: inactives centre near 1500
STAT1 blocker – STAT1 signaling inhibitors, primary screen, cell-based, HTS, luciferase reporter | AID 920, 2007 | hit rate 0.35% among 200,000 | inhibition, % at 5.5 µM | NIH 3T3 STAT1-luciferase reporter, IFN-gamma, luminescence;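 active = inhibition above a set limit, the mean inhibition across all tested compounds plus 3 SD, cut at about 34% in these data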;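 note: 0% = IFN-gamma with DMSO and 100% = IFN-gamma with 300 µM nifuroxazide; values of inactives mirror those of a sister screen read the other way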
RAM network inh – inhibitors of the yeast RAM network, primary screen, dse1pr::URA3 reporter, 5-FOA selection. hit rate 1.8% among 190,000. S. cerevisiae dse1pr::URA3 reporter, 5-FOA growth OD615, 2 d; analog-sensitive cbk1-as2 kinase mutant strain. inhibition, % at 50 µM;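 active = inhibition above a set limit, 3 SD over mean compound inhibition, cut at about 8.4% in these data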;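 note: 0% = DMSO-only wells with no growth and 100% = 10 µM 1-NA-PP1 full growth; inhibition rescues growth on 5-FOA so higher OD means more RAM inhibition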
PPARg SRC1 recr – PPARgamma agonists recruiting SRC-1 coactivator, primary screen, biochemical; Peroxisome proliferator-activated receptor gamma (Homo sapiens), P37231; PPARgamma-SRC-1 coactivator recruitment biochemical assay; activation, % at 8 µM; hit rate 0.41% among 200,000; in the data active = activation above about 19%;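 note: 0% = DMSO and 100% = reference agonist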
S1P3 antagonist – S1P3 receptor antagonists, primary screen, cell-based. Sphingosine 1-phosphate receptor 3 (Homo sapiens), Q99500. CHO S1P3 NFAT-BLA reporter, FRET fluorescence, antagonist mode. inhibition, % at 4.98 µM. hit rate 0.27% among 170,000. AID 485, 2006;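 active = inhibition above the plate cutoff, the mean inhibition of test wells on that plate plus 3 SD, cut at about 28% in these data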;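 note: cells challenged with S1P at its EC80 of 0.8 µM; blue over green emission ratio from cleaved BLA substrate after 4 h stimulation; 0% = S1P-stimulated wells and 100% = unstimulated DMSO-only wells; some compounds past the cut are filed as inactive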
Numbers without * were called inactive; nt = no result given. Compounds as they come, and some 5.6% of all compounds hit somewhere here.

SMILES	STAT3 act	PPARg SRC-3 ag	TLR4-MyD88 BLA	PPARg SRC-2 ag	ROMK primary	STAT3 inh	SRC2 TRFRET art	STAT1 blocker	RAM network inh	PPARg SRC1 recr	S1P3 antagonist
CN(NS(C)(=O)=O)c1ncc(C(F)(F)F)cc1Cl	101	-1	6	-6	nt	2	1633	-5	-0.4	2	8
Cc1ccc(C(=O)CSc2nnc(-c3ccco3)n2C)cc1	105	3	-1	-2	-0.0075	0	1530	-10	0.5	5	-6
Cc1cc(C)n2nc(-c3sccc3-n3c(C)ccc3C)cc2n1	92	8	-5	11	nt	15	1378	-1	2.4	8	nt
O=C(CC1CS(=O)(=O)CC1CC(=O)Nc1ccc2c(c1)OCCO2)Nc1ccc2c(c1)OCCO2 (stereo unspecified)	68	0	1	0	nt	40	1666	14	1.4	8	-7
Cc1ccc(C2=NN(C(=O)COc3ncnc4ccccc34)C(c3ccco3)C2)cc1 (stereo unspecified)	93	6	5	1	0.72	16	1450	-7	4.2	7	2
COc1ccc2[nH]c(=O)c(CN(C(=O)c3ccncc3)C(C)(C)C)cc2c1	94	20	2	5	-0.3	15	1498	12	1.2	1	-28
Fc1ccc(-c2nnc(NC3=NCCCCC3)o2)cc1	20	-4	7	2	nt	100*	1814	68*	3.5	8	-59
Cc1ccc(NCC(=O)Nc2cccc(S(=O)(=O)N(C)C)c2)c(Cl)c1	99	0	19	-1	-0.23	-1	1464	2	3.4	3	0
O=c1ccc(S(=O)(=O)N2CCC(Cc3ccccc3)CC2)c[nH]1	94	-2	-3	-2	-0.73	10	1534	5	2.1	-4	-22
CCN=C1SC(CC(=O)NC(C)C)C(=O)N1CC (stereo unspecified)	98	6	-4	9	-0.21	0	1489	0	0.1	4	nt
O=C(Nc1ccccc1Cl)c1cccc(COc2cc(Cl)ccc2Cl)c1	111	-5	-13	0	0.84	-12	1506	-32	12*	-2	nt
COC(=O)c1cccc(NC(=O)CSc2nnnn2C)c1	92	8	-14	7	-0.24	11	1628	-8	0.1	5	8
C/C(=N\NC(=O)c1csc(C)c1C)c1ccc(C)s1	106	2	0	11	0.016	-11	1633	-20	0.0	1	1
O=C(CCl)Nc1ccc(Oc2cnc3ccccc3n2)cc1	99	-2	9	2	-0.16	9	1607	-9	1.5	6	nt
CN1CCN(C(=O)c2cccc(COc3cc(Cl)ccc3Cl)c2)CC1	116	1	13	1	-2.1	-17	1416	-17	-0.2	0	1
Cc1cc(C(=O)N/N=C/C=C/c2ccccc2[N+](=O)[O-])c(C)o1	90	5	-10	7	-0.1	15	1434	5	6.5	-4	9
CN(Cc1cccs1)C(=O)COc1cccc(-n2cnnn2)c1	102	-10	-3	-7	0.42	5	1476	0	1.9	-4	nt
S=C(c1nc2ccccc2[nH]1)N1CCOCC1	100	-21	-11	2	0.67	1	1477	-4	0.9	1	nt
C=CCN1CC2CC3(COc4cc(C)cc(C)c4)C=CC2(O3)C1=O (stereo unspecified)	112	-17	-2	-2	0.57	-10	1498	9	1.6	1	-49
COc1cc(Cl)cc(/C=C/c2ccc3ccccc3n2)c1OC(C)=O	108	3	2	10	0.44	-13	1551	7	4.8	-2	-1
COc1ccc([N+](=O)[O-])cc1CSc1ccccn1	91	-1	-8	-1	-0.41	17	1539	-11	3.0	-1	-12
CCOC(=O)c1cc2c(=O)[nH]c(C(Cl)(Cl)Cl)nc2o1	100	-2	-17	-5	1.3	9	1475	7	0.0	2	7
CCOC(=O)c1nc(N)sc1C(=O)OCC	99	0	-14	-5	0.73	4	1438	3	0.1	-5	nt
O=C(Nc1cccc(C(F)(F)F)c1)N(Cc1ccc(Cl)cc1)CC(O)C(F)(F)F (stereo unspecified)	114	7	0	8	nt	-16	1454	-2	-0.4	1	nt
Nc1ccc(-c2nc3ccc(N)cc3[nH]2)cc1	114	8	-23	18	nt	-11	1836	-32	3.9	31*	-27
Cc1cc(C)c2c(CC(=O)NCCc3ccccc3)coc2c1	99	5	6	6	-0.1	12	1631	4	5.0	4	-14
CS(=O)(=O)N1CCc2cc(-c3csc(NC(=O)Cc4ccccc4)n3)ccc21	58	16	4	1	nt	53*	1542	8	1.1	1	nt
CCSc1nnc(NC(=O)c2ccco2)s1	96	8	-9	15	nt	11	1807	0	0.1	10	-68
Cc1nnsc1Sc1ccccn1	94	2	3	5	0.054	12	1554	-2	0.4	13	-12
CSc1nc(O)cc(=O)n1-c1ccc(F)cc1	101	-3	6	2	0.56	4	1375	-8	0.9	5	-8
Brc1cccc(OCCSc2ncccn2)c1	89	4	-3	10	1.8	17	1666	-19	0.4	3	5
CSc1nc2c(c(=O)[nH]c(=O)n2C)n1C/C=C(\C)Cl	111	-5	5	-13	nt	-7	1725	1	0.0	5	6
COc1ccc(-c2csc(Nc3ccc(O)cc3)n2)cc1	84	4	-13	1	0.59	25	1534	-13	4.5	6	1
Cc1cc(=O)oc(C)c1C(=O)NCCNC(=O)c1c(C)cc(=O)oc1C	104	12	11	2	0.4	3	1444	-2	-1.1	6	nt
O=C(Nc1cccc(-c2nc3ncccc3o2)c1)c1sc2ccccc2c1Cl	95	10	4	1	nt	12	1748	-1	1.5	13	nt
COCCn1c(SCC(=O)N2CCCc3ccccc32)nc2ccccc2c1=O	115	7	6	7	-2.7*	-14	1658	-4	-0.1	8	-10
CC1=C(C(=O)Nc2ccccn2)C(c2ccccc2)n2ncnc2N1 (stereo unspecified)	107	1	-3	2	nt	-2	1721	0	2.7	7	-17
CC1(C)Cc2c(c(N3CCOCC3)nc3sc4c(NCc5ccccc5)nnnc4c23)CS1	89	-7	2	7	0.026	19	1693	0	8.7*	1	nt
COC(=O)CSc1ncnc2c1cnn2-c1ccc(C)cc1C	88	2	-19	6	0.61	23	1613	-1	2.5	4	-5
O=S1(=O)C=C(Oc2ccc(F)cc2)c2ccccc21	109	-2	-14	-5	nt	-5	1407	-2	-0.3	-2	-32
COc1cc(C(=O)COC(=O)Cc2cnc3sccn23)cc(OC)c1OC	94	-2	-9	4	nt	13	1596	-4	0.9	10	-6
O=c1c2ccccc2nc(-c2ccoc2)n1CCc1ccccc1	76	1	8	-3	nt	31	1535	-4	0.0	-4	-8
COc1ccc(/C(C)=N/NC(=O)c2cc(-c3cccnc3)nc3ccccc23)cc1	103	3	0	8	-0.19	0	1495	10	2.2	1	-2
CCN(CC)C(=O)CSc1nc(-c2ccccc2)ccc1C#N	94	-2	11	1	-0.0072	12	1435	-38	2.0	-3	4
COc1ccccc1NS(=O)(=O)c1cc(NC(=O)c2cc3ccccc3oc2=O)ccc1C	102	2	-9	5	nt	1	1547	3	3.2	8	-6
Cc1ccccc1NC(=O)NCCCN1CCCC1	103	-1	0	0	2.4	-4	1432	-7	-0.5	-1	nt
Cc1cccc2c3nc4ccccc4nc3n(CCCN3C(=O)c4ccccc4C3=O)c12	87	1	-5	1	nt	14	1605	-24	-0.4	-3	1
CCN=C1SC(CC(=O)NCCc2ccc(OC)c(OC)c2)C(=O)N1CC (stereo unspecified)	104	7	-7	6	nt	0	1447	3	2.7	10	nt
CCOC(=O)c1cnc(-n2nc(C)cc2C)nc1NC	88	1	6	1	nt	16	1654	-12	-1.3	9	-14
CCOCCCNC(=O)C(NC(=O)CNC(C)=O)c1ccc(Cl)cc1 (stereo unspecified)	102	1	10	6	0.53	0	1496	6	1.2	6	nt
Cc1ccsc1CN1CCC(C(=O)NCc2ccccc2Cl)CC1	109	0	11	-4	1.3	-5	1347	-1	1.5	-4	-18
CNC(=O)c1c(Cl)cnn1-c1ccccc1	98	0	-6	-15	-0.35	8	1608	-20	3.6	8	8
Cc1cc(C)n(CC(O)COc2ccccc2C)n1 (stereo unspecified)	91	4	11	5	0.7	13	1633	-4	0.9	-2	-4
CC(C)NC(=O)COC(=O)c1ccc(O)cc1	106	-8	-1	-6	nt	0	1357	5	-1.6	-8	11
CCOCc1nnc(NC(=O)CSc2ccc(C)cc2)s1	103	2	5	6	0.47	0	1448	-7	1.7	-6	nt
Cc1cc(C)nc(NS(=O)(=O)c2ccc(NC(=O)Nc3ccccc3)cc2)n1	100	5	-2	5	0.54	8	1616	-9	1.9	-1	-4
COC(=O)CC1=NN(c2ccc(OC)cc2)C(=O)/C1=C\c1ccc(Cl)cc1	77	-1	-14	-1	0.89	30	1581	6	4.0	-5	1
COc1ccc2[nH]c(=O)c(CN(c3ccc(C)c(C)c3)S(C)(=O)=O)cc2c1	95	7	11	1	nt	9	1621	2	2.5	-1	-8
CCCC(=O)OCCn1c(Br)nc2c1c(=O)[nH]c(=O)n2C	102	-1	14	8	nt	2	1600	-7	0.1	2	-10
CS(=O)(=O)N(Cc1nc2sc3c(c2c(=O)[nH]1)CCCC3)C1CCCCC1	99	6	-1	-1	nt	8	1554	6	nt	0	-16

The list goes on.
SMILES	STAT3 act	PPARg SRC-3 ag	TLR4-MyD88 BLA	PPARg SRC-2 ag	ROMK primary	STAT3 inh	SRC2 TRFRET art	STAT1 blocker	RAM network inh	PPARg SRC1 recr	S1P3 antagonist
O=C(CSc1nc2ccccc2[nH]1)Nc1ccccc1N1CCOCC1	94	-10	-10	-3	0.56	6	1487	-3	0.1	1	-12
O=C(NCc1cccnc1)Nc1ccccc1F	106	9	-18	2	0.14	-4	1389	-7	0.2	-4	nt
O=C(Cc1c[nH]c2ccccc12)NCc1cccs1	99	2	2	7	nt	4	1816	2	1.5	8	-11
CCOC(=O)C1=C(Cc2ccc(Cl)cc2)C(=O)c2ccccc2C1=O	85	7	8	8	-1.6	24	1589	5	6.8	1	nt
C=CCSC1=C(C#N)C(c2cc(Br)c(O)c(OC)c2)CC(=O)N1 (stereo unspecified)	98	-9	-6	8	nt	6	1403	3	2.0	2	-14
O=C(c1ccco1)N1CCN(S(=O)(=O)c2ccc3c(c2)OCCO3)CC1	100	1	-11	-1	nt	4	1425	5	1.7	-4	-18
CCC(=O)Nc1ccc(C(=O)N/N=C/c2cccnc2)cc1	95	8	-8	7	1.2	12	1707	10	0.5	9	nt
